High-throughput results deposited in PubChem by several laboratories.
MT1-MMP act inh: blocks activation of human MT1-MMP; P50281; HT1080 RFP-PRO-GFP cells, GFP/RFP ratio fluorescence, overnight; percent of plate control window, DMSO zero; GFP/RFP ratio change, % at 20 µM; actives 0.061% (n = 360,000); AID 651647;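 active means GFP/RFP ratio change of at least 30% with cell ATP level not reduced by more than half and red fluorescence within 50% of control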; further: strong numbers were not always called active
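Compound: 20 µM single dose, 1% DMSO / System: HT1080 RFP-PRO-GFP cells / Controls: DMSO and RFP-L50D-GFP cell wells / Read-out basis: GFP/RFP fluorescence ratio / Schedule: overnight compound exposure at 37 °C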
PABP1 MLLE inh: inhibitors of microRNA-mediated deadenylation, human PABP1 MLLE binding. P11940. GST-MLLE / FITC-PAM2 fluorescence polarization. inhibition, % at 20 µM. actives 0.36% (n = 360,000). AID 588489; in the data active means inhibition above about 35%, passing the limit was not always enough;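 further: plate controls were DMSO wells with GST-MLLE for no effect and wells lacking GST-MLLE protein for full effect; some results filed as inactive read as strong as hits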
FAS-TE inh: blocks the thioesterase domain of human fatty acid synthase; P49327; recombinant FAS-TE, OMFH fluorogenic substrate, fluorescence endpoint; inhibition, % at 15 µM; actives 0.67% (n = 360,000);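 active means compounds whose normalised, plate-corrected inhibition of enzyme fluorescence in the single-dose primary screen is 50% or more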;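 further: 0% = DMSO with enzyme and 100% = substrate without enzyme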
E coli Lon inh: inhibitors of E. coli Lon protease | P0A9M0 | purified E. coli Lon protease, fluorescence polarization | inhibition, % at 7.94 µM | actives 0.42% (n = 360,000); in the data active means inhibition above about 13%, passing the limit was not always enough;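 further: 0% = enzyme with probe and DMSO and 100% = no enzyme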
Target sequence (P0A9M0 whole entry, looked up): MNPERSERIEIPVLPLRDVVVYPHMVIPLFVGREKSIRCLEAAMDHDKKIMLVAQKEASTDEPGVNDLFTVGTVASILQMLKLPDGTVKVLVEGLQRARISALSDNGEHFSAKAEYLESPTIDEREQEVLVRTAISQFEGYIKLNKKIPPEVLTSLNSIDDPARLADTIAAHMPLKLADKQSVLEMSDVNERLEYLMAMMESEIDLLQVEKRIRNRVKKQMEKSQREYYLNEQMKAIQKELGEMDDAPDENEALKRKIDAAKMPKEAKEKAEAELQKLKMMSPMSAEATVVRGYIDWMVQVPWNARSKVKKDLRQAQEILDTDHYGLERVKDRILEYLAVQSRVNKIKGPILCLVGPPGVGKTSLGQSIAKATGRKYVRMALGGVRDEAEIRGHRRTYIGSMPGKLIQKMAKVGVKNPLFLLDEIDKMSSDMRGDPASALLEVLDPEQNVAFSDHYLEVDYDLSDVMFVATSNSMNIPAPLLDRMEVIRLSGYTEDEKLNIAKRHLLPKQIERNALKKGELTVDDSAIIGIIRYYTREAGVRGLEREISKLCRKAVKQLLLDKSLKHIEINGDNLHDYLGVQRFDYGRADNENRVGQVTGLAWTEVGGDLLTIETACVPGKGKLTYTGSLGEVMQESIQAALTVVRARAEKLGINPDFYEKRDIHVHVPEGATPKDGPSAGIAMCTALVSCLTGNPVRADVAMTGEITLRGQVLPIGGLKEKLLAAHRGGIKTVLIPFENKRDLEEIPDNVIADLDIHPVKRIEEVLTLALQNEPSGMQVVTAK
Rpn11 inh: inhibitors of human proteasome Rpn11; O00487; human 26S proteasome, Ub4-pepOG fluorescence polarization; 20S core pre-blocked with epoxomicin; calls only at 20 µM; actives 0.59% (n = 360,000); AID 588493;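 active means inhibition at 20 µM, scaled to each plate's controls, above about 33%, limit read from the data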
Rin1 Abl inh: inhibitors of human Rin1-Abl protein interaction; inhibition, % at 7.35 µM; TR-FRET Rin1/Abl binding, biochemical; P00519+Q13671; AID 588664; actives 0.4% (n = 360,000); in the data active means inhibition above about 5%, passing the limit was not always enough
CSN deneddyl inh: blocks human CSN-mediated cullin deneddylation; Q92905; Purified CSN, SCF-Nedd8-OG deneddylation, fluorescence polarization; inhibition, % at 12.5 µM; actives 0.38% (n = 360,000);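 active means pattern-corrected inhibition above about 35%, with an unprinted fluorescence ratio check between 0.5 and 1.5, limit read from the data, passing the limit was not always enough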;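 further: 0% = enzyme with substrate and 100% = substrate without enzyme; some results filed as inactive read as strong as hits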
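Assay system: purified human Csn5 enzyme expressed in HEK293T cells; Input: 0.24 nM Csn5 enzyme, final concentration; Reagent: 10 nM SCFSkp2-Nedd8OG; Compound dosing: 12.5 µM single point; Times: reaction 90 min, room temperature; Technique: fluorescence polarization readout.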
MsrA act: activators of bovine methionine sulfoxide reductase A. activation, % at 10.6 µM. AID 602163. purified bovine MsrA, absorbance read-out. actives 0.3% (n = 360,000); in the data active means activation above about 7.5%;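 further: 0% = vehicle and 100% = reference activator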
MsrA inhibitor: bovine MsrA inhibition; actives 0.75% (n = 360,000); inhibition, % at 15.5 µM; AID 651718; purified bovine MsrA, absorbance read-out; in the data active means inhibition above about 4.5%;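 further: 0% = vehicle wells with enzyme and 100% = reference inhibitor wells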
* = called active by the depositor; i = inactive; x = not tested or not shown. Compounds were not picked by outcome. About 3.7% of those tested had a hit in this group.

| no. | canonical_smiles | MT1-MMP act inh | PABP1 MLLE inh | FAS-TE inh | E coli Lon inh | Rpn11 inh | Rin1 Abl inh | CSN deneddyl inh | MsrA act | MsrA inhibitor |
| --- | --- | --- | --- | --- | --- | --- | --- | --- | --- | --- |
| 1 | CCCCCCC1CC(CSC(=N)N)OC1=O (configuration not stated) | 1 | 19 | -18 | 8 | i | 4 | 5 | -2 | 1.3 |
| 2 | CCO/C=C1/C(=O)N(CC)c2ccccc21 | -14 | -7 | 0 | -13 | i | 1 | 4 | -13 | 0.4 |
| 3 | COc1cccc(Nc2ncccc2C(=O)NCc2ccccc2)c1 | -27 | -3 | 6 | -4 | i | -1 | 17 | -1 | 0.9 |
| 4 | c1ccc(C(c2ccccc2)N2CCN(C(c3ccccn3)c3nnnn3C3CCCC3)CC2)cc1 (configuration not stated) | 0 | 11 | -6 | -3 | i | -2 | 1 | -5 | x |
| 5 | CC[N+](CC)(CC)C/C=C/CN1CCCCC1 | 2 | 3 | -6 | 3 | i | -3 | 2 | -7 | -0.3 |
| 6 | CCC1(C2=CCCCC2)C(=O)NC(=O)N=C1N (configuration not stated) | 2 | -2 | -7 | 3 | i | 4 | -4 | -2 | 2.5 |
| 7 | COc1cccc(/C=N/c2oc(-c3ccccc3)cc2C#N)c1O | -3 | 5 | 11 | -3 | i | 2 | 4 | 0 | -0.2 |
| 8 | O=C1/C(=C/c2cccs2)CCC1C1CCCC1 (configuration not stated) | 3 | 5 | 11 | 5 | i | -4 | -4 | -2 | -1.8 |
| 9 | O=C(CSc1nc2nn(-c3ccccc3)c(=O)c-2c2n1CCCCC2)Nc1ccc(F)cc1F | -3 | -11 | 4 | -17 | i | 6 | -5 | -9 | 0.2 |
| 10 | COC(=O)c1sccc1NC(=O)CSc1ccccc1N | 2 | 9 | 1 | -4 | i | 1 | 15 | -3 | -0.5 |
| 11 | Cc1cc(C(C)(C)C)ccc1NC(=O)CC(C)(C)CC(=O)O | 0 | -5 | -1 | 1 | i | 1 | 0 | -4 | 0.0 |
| 12 | COc1cccc(C(C(=O)NC2CCCCC2)N(C(=O)Cc2cccs2)c2ccc(-n3cnnn3)c(OC)c2)c1 (configuration not stated) | -13 | -13 | 12 | -6 | i | -3 | 4 | -2 | 0.3 |

Structural class, the entries above with a thiophene ring, fused or not
| no. | canonical_smiles | MT1-MMP act inh | PABP1 MLLE inh | FAS-TE inh | E coli Lon inh | Rpn11 inh | Rin1 Abl inh | CSN deneddyl inh | MsrA act | MsrA inhibitor |
| --- | --- | --- | --- | --- | --- | --- | --- | --- | --- | --- |
| 8 | O=C1/C(=C/c2cccs2)CCC1C1CCCC1 (configuration not stated) | 3 | 5 | 11 | 5 | i | -4 | -4 | -2 | -1.8 |
| 10 | COC(=O)c1sccc1NC(=O)CSc1ccccc1N | 2 | 9 | 1 | -4 | i | 1 | 15 | -3 | -0.5 |
| 12 | COc1cccc(C(C(=O)NC2CCCCC2)N(C(=O)Cc2cccs2)c2ccc(-n3cnnn3)c(OC)c2)c1 (configuration not stated) | -13 | -13 | 12 | -6 | i | -3 | 4 | -2 | 0.3 |

(next part)
| no. | canonical_smiles | MT1-MMP act inh | PABP1 MLLE inh | FAS-TE inh | E coli Lon inh | Rpn11 inh | Rin1 Abl inh | CSN deneddyl inh | MsrA act | MsrA inhibitor |
| --- | --- | --- | --- | --- | --- | --- | --- | --- | --- | --- |
| 13 | CCCn1c(N)c(C(=O)CSc2nnc(-c3cccs3)n2C2CC2)c(=O)[nH]c1=O | 2 | 0 | -7 | 1 | i | 2 | 6 | -2 | -0.2 |
| 14 | O=C(c1ccc(-c2ccccc2)cc1)N1CCN(c2ncccn2)CC1 | 4 | -6 | -3 | -7 | i | 2 | 1 | -9 | -0.4 |
| 15 | N#C/C(=C\c1c(Cl)cccc1Cl)c1nn(-c2ccccc2)c(-n2cccc2)c1C#N | -1 | -7 | 36 | 2 | i | 0 | 5 | -10 | 0.0 |
| 16 | COc1cc(/C=C2\CCC/C(=C\c3ccc(O)c(OC)c3)C2=O)ccc1O | 1 | -81 | 0 | -28 | i | 2 | 5 | -1 | 2.0 |
| 17 | Cc1cccc(C)c1NS(=O)(=O)c1ccc(NC(=O)c2ccc(Cl)c([N+](=O)[O-])c2)cc1 | 0 | -18 | 45 | 0 | i | 1 | -1 | -12 | 2.5 |
| 18 | Cc1cccc2cc(C#N)c(NCCNC(=O)COc3ccccc3)nc12 | 3 | 6 | 0 | -7 | i | -2 | 2 | -6 | 0.9 |
| 19 | CCOC(=O)/C=C1/SCC(=O)N1CC(=O)Nc1cccc(F)c1 | -12 | -23 | -1 | -13 | i | 5 | -2 | -3 | 0.1 |
| 20 | COc1ccc(NC(=O)CN(C)C(=O)c2cc(C)on2)cc1 | 5 | -4 | -6 | 0 | i | 4 | 3 | -5 | 0.4 |
| 21 | CCOc1ccc(S(=O)(=O)NCCC(=O)Nc2cccc(C(=O)OC)c2)cc1 | 3 | 0 | 1 | 1 | i | 1 | 0 | -5 | -0.4 |
| 22 | CC(C)(C)NC(=O)NCc1ccco1 | -2 | 9 | -4 | 3 | i | 2 | -2 | -2 | -1.0 |
| 23 | COc1ccc(CNC(=O)C(OC(=O)c2ccco2)c2ccccc2)cc1 (configuration not stated) | 3 | 9 | 1 | 10 | i | -1 | -2 | -2 | 1.4 |
| 24 | O=C(c1ccc(CS(=O)(=O)c2ccc(Br)cc2)o1)N1CCCC1 | 2 | -4 | -6 | -2 | i | 0 | 2 | -2 | 2.7 |

Molecules listed so far that have an aryl thioether with sulfur outside any ring (three):
| no. | canonical_smiles | MT1-MMP act inh | PABP1 MLLE inh | FAS-TE inh | E coli Lon inh | Rpn11 inh | Rin1 Abl inh | CSN deneddyl inh | MsrA act | MsrA inhibitor |
| --- | --- | --- | --- | --- | --- | --- | --- | --- | --- | --- |
| 9 | O=C(CSc1nc2nn(-c3ccccc3)c(=O)c-2c2n1CCCCC2)Nc1ccc(F)cc1F | -3 | -11 | 4 | -17 | i | 6 | -5 | -9 | 0.2 |
| 10 | COC(=O)c1sccc1NC(=O)CSc1ccccc1N | 2 | 9 | 1 | -4 | i | 1 | 15 | -3 | -0.5 |
| 13 | CCCn1c(N)c(C(=O)CSc2nnc(-c3cccs3)n2C2CC2)c(=O)[nH]c1=O | 2 | 0 | -7 | 1 | i | 2 | 6 | -2 | -0.2 |

Other entries
| no. | canonical_smiles | MT1-MMP act inh | PABP1 MLLE inh | FAS-TE inh | E coli Lon inh | Rpn11 inh | Rin1 Abl inh | CSN deneddyl inh | MsrA act | MsrA inhibitor |
| --- | --- | --- | --- | --- | --- | --- | --- | --- | --- | --- |
| 25 | COc1ccc(CN2CCN(C(=O)C3CCC(CNS(=O)(=O)c4ccc(C)cc4)CC3)CC2)c(OC)c1OC (configuration not stated) | 4 | -9 | -5 | -3 | i | -4 | 4 | -10 | -0.6 |
| 26 | CC(C)Oc1ccc(C(CC(=O)O)n2cnnn2)cc1 (configuration not stated) | -1 | -10 | -2 | -6 | i | 0 | -9 | -4 | 3.4 |
| 27 | CC(C)(C)C(=O)Nc1ccc(-c2cnco2)cc1 | 1 | 6 | -5 | -3 | i | 1 | -3 | -3 | 0.0 |
| 28 | COc1cc(NC(=O)CSc2c3c(nc4ccccc24)CCC3)cc(OC)c1OC | 0 | 13 | -7 | 9 | i | 0 | 8 | -11 | -1.1 |
